Anesthetic bind – qHTS Assay for Identification of Novel General Anesthetics | Ferritin light chain (Equus caballus), P02791 | Potency, µM (series often up to 77.5 µM), for the others: at the top dose activity change, negative = displacement, hits mostly inhibitors | apoferritin/1-aminoanthracene competitive binding, fluorescence | AID 485281, 2010 | actives 0.074% (n = 350,000); also: potency is read from the fitted curve at half-maximal effect; % is scaled to controls: 0 for no effect and ±100 for the full control effect; nearly all actives have a fitted effect of over 20% in size
Target sequence (P02791 2-175 limits assumed): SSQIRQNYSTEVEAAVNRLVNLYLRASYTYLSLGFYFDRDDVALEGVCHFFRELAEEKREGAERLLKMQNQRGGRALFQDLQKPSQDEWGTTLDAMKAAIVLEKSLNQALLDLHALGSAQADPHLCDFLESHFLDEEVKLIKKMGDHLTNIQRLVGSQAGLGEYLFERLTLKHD
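Apoferritin-based anesthetic binding model; compound displacement of fluorescent 1-AMA measured as endpoint fluorescence after 10 minutes at room temperature, scaled to free-ligand and complex controls.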
POLK inh – qHTS for Inhibitors of Polymerase Kappa. DNA polymerase kappa (Homo sapiens), Q9UBT6. purified Pol kappa, fluorescent DNA synthesis assay, 10 min. Potency, µM (top dose mostly 107 µM), for the others: top-dose activity, negative = inhibition, hits mostly inhibitors. actives 0.53% (n = 400,000). AID 588579, 2011; also: potency is read from the fitted curve at half-maximal effect; % is scaled to controls: 0 for no effect and ±100 for the full control effect
Target sequence (Q9UBT6 whole entry, looked up): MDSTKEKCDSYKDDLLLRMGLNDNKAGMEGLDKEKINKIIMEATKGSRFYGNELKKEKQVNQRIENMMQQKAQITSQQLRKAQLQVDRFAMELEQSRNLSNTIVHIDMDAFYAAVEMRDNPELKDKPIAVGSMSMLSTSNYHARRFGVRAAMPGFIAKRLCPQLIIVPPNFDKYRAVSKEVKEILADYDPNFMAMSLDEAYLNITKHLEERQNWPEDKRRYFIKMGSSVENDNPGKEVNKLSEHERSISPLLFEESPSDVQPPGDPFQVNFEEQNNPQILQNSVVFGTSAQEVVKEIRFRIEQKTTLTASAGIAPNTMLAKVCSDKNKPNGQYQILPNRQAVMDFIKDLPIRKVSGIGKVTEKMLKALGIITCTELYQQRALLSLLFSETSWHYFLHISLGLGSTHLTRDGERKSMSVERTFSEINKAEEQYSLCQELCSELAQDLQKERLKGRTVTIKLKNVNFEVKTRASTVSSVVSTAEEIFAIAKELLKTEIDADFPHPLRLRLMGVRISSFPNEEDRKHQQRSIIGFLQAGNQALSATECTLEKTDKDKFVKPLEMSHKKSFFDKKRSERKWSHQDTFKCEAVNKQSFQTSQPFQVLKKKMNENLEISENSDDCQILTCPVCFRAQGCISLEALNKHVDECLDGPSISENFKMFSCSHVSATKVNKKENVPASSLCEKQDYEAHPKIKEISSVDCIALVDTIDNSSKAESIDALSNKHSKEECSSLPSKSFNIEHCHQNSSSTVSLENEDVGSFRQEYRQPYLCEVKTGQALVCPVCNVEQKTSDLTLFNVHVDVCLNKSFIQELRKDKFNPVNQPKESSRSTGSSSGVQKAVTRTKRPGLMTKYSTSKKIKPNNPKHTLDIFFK
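50 nM final substrate added after 15 min RT preincubation of 10 nM Pol kappa with compound; fluorescence read at 0 and 10 min.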
ERG-DNA inh – qHTS for Small Molecule Inhibitors of the ERG Ets/DNA interaction; actives 0.028% (n = 370,000); fluorescence polarization, His-ERG Ets domain / labelled DNA; Transcriptional regulator ERG (Homo sapiens), P11308; Potency, µM (titrated, usually from 76.9 µM), for the others: at the highest dose FP activity, negative = inhibition, actives largely listed as inhibitors; active = well fitted inhibition curve with a large enough effect in the polarisation, with a control signal flat; inconclusive = small, poorly fitted or top-dose-only effect, or effect the other way, or a change in a side signal; inactive = no such curve, though single readings can be large or run the other way; the % refers to the polarisation;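 also: polarization taken with two DNA probes labelled with fluorescein and Texas red; potency is read from the fitted curve at half-maximal effect; % of control where 0% means no effect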
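His-tagged ERG Ets domain (1 uM in the protein solution; 300mM KCl, 50mM Tris-HCl, 1mM EDTA, 1mM DTT, pH 7.5) received compound, then a probe mix of 5 nM fluorescein-DNA and 100nM Texas-615-DNA. Fluorescence polarization was read for both dyes.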
APE1 inh – qHTS Assay for Inhibitors of the Human Apurinic/apyrimidinic Endonuclease 1 (APE1); DNA repair nuclease/redox regulator APEX1 (Homo sapiens), P27695; recombinant APE1, TAMRA/BHQ-2 abasic DNA cleavage fluorescence; Potency, µM (highest dose often 65.8 µM), inactives show at the top dose activity change, negative = inhibition, hits mostly inhibitors; actives 0.35% (n = 350,000);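 also: potency is read from the fitted curve at half-maximal effect; plate controls were vehicle for no effect and reference inhibitor for full effect; nearly all actives have a fitted effect of over 55% in size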
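Activity was derived from the fluorescence gain between first and third kinetic reads (60 s intervals, ex 525/em 598 nm) after 50 nM THF-abasic TAMRA/BHQ-2 duplex was added to 0.75 nM APE1 preincubated 15 min with compound.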
ALOX12 inh – Primary qHTS assay for inhibitors of human arachidonate 12S-lipoxygenase (ALOX12): Round 2; Potency, µM (doses to about 108 µM), for inactives: top-dose activity change, negative = inhibition, hits mostly inhibitors; purified 12hLO, xylenol orange hydroperoxide absorbance; actives 1.1% (n = 580,000); also: potency is read from the fitted curve at half-maximal effect; % is scaled to controls: 0 for no effect and ±100 for the full control effect
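Purified human 12hLO at 150 nM in 25 mM Hepes, 0.01% Triton X-100, pH 7.0, preincubated 15 min at room temperature with compound. Reaction started with 40 uM arachidonic acid, 30 min at room temperature. Hydroperoxide measured by Fe-xylenol orange, 573/405 nm absorbance ratio.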
POLI inh – qHTS for Inhibitors of Polymerase Iota | Pol iota fluorescent replication assay, 10 min | Potency, µM (titrated, usually from 115 µM), without a hit: top-dose activity, negative = inhibition, hits mostly inhibitors | actives 1% (n = 390,000); also: potency is read from the fitted curve at half-maximal effect
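Fluorescent replication assay read twice, at 0 min and 10 min after adding 50 nM (final) substrate. Enzyme (10 nM) and compounds were first incubated 15 min at room temperature; enzyme-free buffer wells were negative controls.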
TRHR agonist – qHTS for Small Molecule Agonists and Allosteric Enhancers of Human TRH Receptor: Primary Screen for Agonists; TRHR cells, calcium flux fluo-8, FDSS agonist mode; activation, % at 2 µM; Thyrotropin-releasing hormone receptor (Homo sapiens), P34981; actives 0.18% (n = 360,000); in the data active = activation above about 30%; also: 0% is about no effect
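Read-out: compound-evoked intracellular calcium rise in TRHR cells, fluo-8 dye, kinetic FDSS fluorescence at 1 s/cycle following a 10-cycle baseline. Cells cultured overnight before dye loading (30 min–1.5 h, RT).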
Pol beta inh – qHTS Assay for Inhibitors of DNA Polymerase Beta; P06746; Potency, µM (highest dose often 114 µM), inactives show at the top dose activity change, negative = inhibition, most hits filed as inhibitors; Pol beta primer extension/strand displacement, fluorescence kinetic; actives 1.3% (n = 340,000); also: potency is read from the fitted curve at half-maximal effect; % is scaled to controls: 0 for no effect and ±100 for the full control effect
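Human Pol beta at 10 nM; strand-displacement substrate 50 nM final. Compound exposure 15 min at room temperature before start, reaction 10 min at room temperature.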
BLM inh – qHTS Assay for Inhibitors of Bloom's syndrome helicase (BLM) | actives 0.2% (n = 350,000) | AID 2528, 2010 | RecQ-like DNA helicase BLM (Homo sapiens), P54132 | Potency, µM (series often up to 56.1 µM), for the others: top-dose activity change, negative = inhibition, hits mostly inhibitors | recombinant BLM DNA unwinding, fluorescence dequenching;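 also: potency is read from the fitted curve at half-maximal effect; plate controls were vehicle for no effect and no enzyme for full effect; nearly all actives have a fitted effect of over 35% in size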
Numbers without * were called inactive; ? = inconclusive; / = not tested or not shown; & = joins results of further samples; [ ] = remark or other dose. Unless noted, calls follow the shape of the dose curve; as a rule, active = well fitted curve in the direction sought with a large enough effect; inconclusive = small, poorly fitted or top-dose-only effect, or another doubt; inactive = no such curve, though single readings can be large; an effect the other way counts as inactive or inconclusive. This is a subset, so the mix of outcomes need not match the whole.

Anesthetic bind,POLK inh,ERG-DNA inh,APE1 inh,ALOX12 inh,POLI inh,TRHR agonist,Pol beta inh,BLM inh,Structure
-3.3%,-2.8%,-3.7%,2.7%,-51.4%,0.8%,0.5,-14.0%,0.5%,C=CCO/N=C(/CCC)C1=C(N)CC(C)(C)CC1=O
-16.0%,-19.7%,-0.2%,-14.5%,?,20.4%,1.0,12.0%,2.8%,CCN(CC)S(=O)(=O)c1ccc2c(c1)C(=NO)c1cc(S(=O)(=O)N(CC)CC)ccc1-2
-1.1%,3.6%,-2.6%,1.5%,?,23.5%,-1.1,-14.1%,-6.5%,Cc1nc(N)[nH]c(=O)c1Oc1cccc(C(F)(F)F)c1
/,-1.8%,-1.0%,-14.2%,13.5%,22.6%,0.1,/,/,O=C(NC1(Cc2ccccc2)CCN(CCc2cccs2)C1=O)c1ccccc1 (configuration not stated)
-14.9%,2.1%,-5.9%,-16.7%,10.8%,?,-0.1,47.5%,-3.7%,CC(=O)Nc1ccc(-c2cn3c(n2)SCC3)cc1
-5.4%,-24.0%,3.5%,-1.1%,0.0%,20.6%,0.7,33.0%,0.0%,COc1ccc(C2C(C(=O)NCCCN3CCOCC3)c3ccccc3C(=O)N2c2ccc(OC)cc2)cc1 (configuration not stated)
-10.7%,-11.2%,1.4%,-6.2%,13.5%,17.7%,0.0,1.5%,0.0%,COc1ccc(-n2nc(C(=O)N3CCN(Cc4ccc5c(c4)OCO5)CC3)c3ccccc3c2=O)cc1
-4.7%,3.6%,-6.9%,16.1%,-3.2%,5.7%,1.4,21.6%,3.6%,Cc1ccc(NS(=O)(=O)c2cc(C(=O)N3CCN(C)CC3)ccc2C)cc1C
1.8%,3.1%,5.1%,4.4%,476.6%[activator],10.5%,-0.2,-2.3%,3.3%,O=C(COc1ccc2ccccc2c1)N1CCN(C(=O)c2cccs2)CC1
0.1%,-9.5%,-17.0%,-0.3%,12.7%,19.9%,0.0,3.2%,-8.2%,Cc1nn(-c2ccccc2)c(Cl)c1/C=N\NC(=O)c1cnccn1
-9.6%,4.1%,0.0%,-3.0%,?,12.4%,-0.2,0.2%,-0.1%,CCN(CC(=O)NC(C)(C)C)C(=O)COc1c(Cl)cc(Cl)c2ccc(C)nc12
-14.7%,-14.2%,-6.5%,5.5%,?,67.9%[activator],0.0,-1.4%,-8.7%,S=C(NCCc1c[nH]c2ccccc12)NC1CCCCC1
-2.8%,-11.4%,-0.8%,3.7%,6.1%,158.9%[activator],-2.1,-13.6%,-4.2%,O=C(NNc1ncnc2c1cnn2-c1ccccc1)c1ccco1
-7.7%,-11.8%[60.1 µM],-3.3%,/,?,10.0%,-0.1,4.8%,-2.9%,Cc1ccc(-n2ncc3c(N4CCC(Cc5ccccc5)CC4)ncnc32)cc1
-1.8%,-10.5%,-8.0%,40.9%,40.5%[activator],-26.8%,-0.6,1.6%,-1.9%,COc1ccc(S(=O)(=O)N2CCC(NC(=O)c3ccccc3)CC2)cc1
-8.4%,-14.4%,0.1%,/,-7.5%,5.2%,-1.6,8.8%,-2.2%,CCc1nn2c(=O)cc(COc3ccc(/C=C(\C#N)C(=O)Nc4ccc(C)cc4)cc3)nc2s1
2.8%,-3.4%,-1.7%,-6.7%,-8.9%,-1.1%,1.9,-22.7%,-9.3%,Cc1cccc(C)c1-n1c(SCC(=O)N2CC(=O)Nc3ccccc32)nc2ccccc2c1=O
/,-5.3%,-3.0%,-18.2%,?,15.1%,0.0,/,/,COc1ccccc1CCC(=O)N1CCN(S(=O)(=O)c2cc(C(F)(F)F)ccc2Cl)CC1
-5.1%,-9.3%,1.4%,2.5%,465.9%[activator],9.4%,0.9,2.6%,2.5%,CC(C)c1ccccc1NC(=O)CCCC(=O)O
-11.9%,-10.9%,-5.8%,1.6%,0.0%,16.5%,0.9,-0.2%,5.5%,COc1ccc(CN2C3CCCC2CC(NC(=O)Nc2ccccc2)C3)cc1 (configuration not stated)
-10.4%,-42.9%,11.0%,20.3%,-24.1%,?,1.9,8.91µM*,?,N=C1S/C(=C\c2ccc(-c3cccc(Cl)c3)o2)C(=O)N1c1nccs1
-9.5%,-6.9%,2.5%,56.0%[activator],11.8%,21.5%,-0.2,7.7%,-0.6%,OCC[C@@H]1C[C@@H](O)[C@H](O)[C@@]2(Cc3ccccc3O2)O1
/,1.7%,0.9%,/,83.2%[activator],140.3%[activator],/,/,/,CCOC(=O)COc1c(Cl)cc(/C=C2\N=C(C)OC2=O)cc1OC
-13.9%,/,/,-1.0%,/,/,-0.5,0.4%,-2.0%,Cc1ccc(C(=O)Oc2oc(-c3ccco3)nc2C=Nc2ccccc2)cc1
-5.4%,12.3%,10.2%,-16.9%,-7.4%,-7.7%,1.1,13.5%,-5.9%,CCCc1cc(=O)oc2c(C)c(OCC(=O)Nc3ccccn3)ccc12
-13.6%,-1.6%,2.2%,/,-23.8%,-0.2%,0.2,16.6%,-3.7%,O=S(=O)(Nc1ccc(F)cc1F)c1ccc(Br)s1
-4.5%,8.5%,-6.0%,15.4%,-2.4%,125.0%[activator],0.1,20.0%,0.8%,COc1ccc(NS(=O)(=O)c2cccs2)cc1S(=O)(=O)N1CCOCC1
?,-16.9%,-0.5%,-0.4%,-4.4%,-6.8%,-0.3,18.1%,-12.9%,Cc1cc(C)cc(OCc2nnc(SCC(=O)OC(C)C)o2)c1
4.0%,-3.7%,-16.2%,-2.7%,1.2%,-5.3%,0.0,-9.6%,-2.3%,COC(CN(C)S(=O)(=O)c1cc2c3c(c1)CCN3C(=O)CC2)OC
-1.0%,1.6%,-4.0%,18.4%,13.8%,4.4%,-0.1,95.7%,-0.3%,CC(C)[C@H](NC(=O)C1CC(=O)N(c2ccc3c(c2)OCCO3)C1)C(=O)NC1CCCC1 (some centres not stated)
-23.6%,0.9%,14.9%,4.8%,27.1%&5.2%,1.7%,0.4,-13.7%,1.1%,CN(Cc1cccs1)C(=O)CCc1c[nH]c2ccccc12
-10.4%,5.2%,-2.5%,2.8%,46.5%[activator],8.2%,0.0,-20.0%,-5.3%,COCCCNC(=O)c1ccc(Cn2c(=O)c3ccccc3n(Cc3ccccc3C#N)c2=O)cc1
-2.0%,-10.0%,/,-3.9%,/,-27.6%,/,/,-0.3%,C=CCOC(/C=C/c1ccccc1)C[Si](C)(C)C (configuration not stated)
-3.5%,-11.6%,-0.7%,-3.9%,0.0%,5.1%,0.8,0.2%,4.3%,CCC(=O)N(Cc1ccc(S(N)(=O)=O)cc1)C1CC(=O)N(c2ccc(OC)cc2)C1=O (configuration not stated)
-0.5%,-1.1%,-3.1%,19.3%,-18.6%,-10.9%,1.7,?,101.0%[activator],Cc1c(C)n(CCN(C)C)c2ccc(C(=O)OCCN(C)C)cc12
?,-18.2%,-8.6%,-10.5%,?,-4.4%,-0.3,16.0%,-10.1%,CC(C)c1ccc(C2C3=C(CC(C)(C)CC3=O)NC3=C2C(=O)c2ccccc23)cc1 (configuration not stated)
-2.9%,-5.3%,1.0%,-1.6%,0.0%,?,0.7,3.1%,-5.3%,O=C(Nc1ccccc1N1CCN(C(=O)c2ccc(Cl)cc2)CC1)c1cc2ccccc2o1
/,-10.4%,-1.5%,-0.4%,5.1%,-4.7%,/,/,/,C=CCC[C@@H](Cc1ccc(F)cc1)C(=O)OC[C@@H](NC(=O)[C@@H](CC=C)CC(=O)N[C@H](CO)Cc1ccccc1)C(C)(C)C
37.3%[activator],/,/,-4.7%,/,/,-0.8,-1.1%,-12.1%,COc1ccc(Nc2cc(C(=O)NCc3cccnc3)c3ccccc3n2)c(OC)c1
5.2%,-8.9%,0.9%,15.4%,7.9%,3.0%,0.4,16.9%,-1.2%,COc1cccc2[nH]c3c(=O)n(CCCN4CCOCC4)cnc3c12
-21.0%,-5.3%,3.3%,-4.8%,-12.0%,4.0%,-0.8,14.9%,-3.2%,Cc1cccc(-c2nsc(SCC(=O)NCc3ccco3)n2)c1

5 compounds drawn at random from the list so far:
Anesthetic bind,POLK inh,ERG-DNA inh,APE1 inh,ALOX12 inh,POLI inh,TRHR agonist,Pol beta inh,BLM inh,Structure
-2.0%,-10.0%,/,-3.9%,/,-27.6%,/,/,-0.3%,C=CCOC(/C=C/c1ccccc1)C[Si](C)(C)C (configuration not stated)
-10.4%,5.2%,-2.5%,2.8%,46.5%[activator],8.2%,0.0,-20.0%,-5.3%,COCCCNC(=O)c1ccc(Cn2c(=O)c3ccccc3n(Cc3ccccc3C#N)c2=O)cc1
-3.5%,-11.6%,-0.7%,-3.9%,0.0%,5.1%,0.8,0.2%,4.3%,CCC(=O)N(Cc1ccc(S(N)(=O)=O)cc1)C1CC(=O)N(c2ccc(OC)cc2)C1=O (configuration not stated)
-23.6%,0.9%,14.9%,4.8%,27.1%&5.2%,1.7%,0.4,-13.7%,1.1%,CN(Cc1cccs1)C(=O)CCc1c[nH]c2ccccc12
/,-10.4%,-1.5%,-0.4%,5.1%,-4.7%,/,/,/,C=CCC[C@@H](Cc1ccc(F)cc1)C(=O)OC[C@@H](NC(=O)[C@@H](CC=C)CC(=O)N[C@H](CO)Cc1ccccc1)C(C)(C)C
